14-3-3 Bad inh: disrupts binding of bovine 14-3-3 zeta to phospho-Bad peptide. 220,000 tested, 0.71% active. inhibition, % at 21.7 µM. P63103. TR-FRET 14-3-3zeta/Dy647-pBad peptide displacement, 1 h;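 active = inhibition above about 70%, limit read from the data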;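 note: 0% = full 14-3-3 plus peptide FRET controls and 100% = background without 14-3-3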
Target sequence (P63103 whole entry, looked up): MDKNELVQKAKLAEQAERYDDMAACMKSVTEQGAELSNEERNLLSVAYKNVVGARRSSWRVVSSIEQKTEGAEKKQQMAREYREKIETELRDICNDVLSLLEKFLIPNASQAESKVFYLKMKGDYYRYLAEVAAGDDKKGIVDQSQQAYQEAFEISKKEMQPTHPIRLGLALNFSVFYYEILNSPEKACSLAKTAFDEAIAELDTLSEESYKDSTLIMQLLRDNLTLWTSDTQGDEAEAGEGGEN
PPC-1+TRAIL kill: compounds killing PPC-1 cancer cells with TRAIL present (potentiator screen, no TRAIL-free arm) | PPC-1 cells + TRAIL, ATPLite viability luminescence | cell killing (% activity), % at 4 µM | 220,000 tested, 0.41% active;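 active = cell killing above 50% in the first pass at 4 µM, then a duplicate retest at 5 µM averaging 50% or more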;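 note: plate controls were cells with TRAIL plus DMSO for no effect and medium-only wells lacking cells for full effect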
TRPML3 agonist: agonists of human TRPML3 channel. AID 1448. HEK293 TRPML3-YFP, Fluo-8 calcium fluorescence; 100% = the carbachol control signal. 220,000 tested, 0.29% active. activation, % at 3 µM;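 active = activation above its plate's cutoff, the mean activation of the plate's test wells plus 3 SD, cut at about 12% in these data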;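 note: 0% = DMSO only wells and 100% = carbachol wells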
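Material: TRPML3-YFP stable HEK293 cells | Dosing: One concentration, 3 µM nominal, 0.3% DMSO | Timing: 125 s total fluorescence read per well | Technique: Fluo-8 calcium dye fluorescence, ex 470-495, em 515-575 nm | Measure: Percent activation from peak-to-basal fluorescence ratio, scaled between DMSO and carbachol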
EP2 modulator: modulates human prostaglandin E2 receptor EP2 signaling; induction, % at 25 µM; P43116; EP2-expressing cells, cAMP HTRF FRET, PGE2 co-stimulation; 260,000 tested, 0.83% active; AID 940;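 active = compounds whose cAMP rise, as percent of the full-agonist control response, exceeds 60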;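 note: rat C6 glioma line stably carrying human EP2 under a CMV promoter; the protocol text gives 20 µM as final concentration; 100% = response of wells given 1 µM PGE2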
Target sequence (P43116 whole entry, looked up): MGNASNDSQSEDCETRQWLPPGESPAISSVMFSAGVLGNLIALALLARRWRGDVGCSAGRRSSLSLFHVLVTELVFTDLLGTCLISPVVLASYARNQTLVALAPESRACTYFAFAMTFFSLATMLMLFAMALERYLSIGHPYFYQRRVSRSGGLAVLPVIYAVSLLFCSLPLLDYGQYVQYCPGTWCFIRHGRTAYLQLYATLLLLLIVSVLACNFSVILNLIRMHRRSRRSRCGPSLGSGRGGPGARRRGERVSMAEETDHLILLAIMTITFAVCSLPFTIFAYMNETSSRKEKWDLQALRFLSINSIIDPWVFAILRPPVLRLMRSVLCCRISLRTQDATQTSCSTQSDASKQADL
PGE2 EP2 inh: inhibitors of human EP2 prostaglandin E2 receptor; P43116; C6 glioma cells expressing human EP2, cAMP TR-FRET; cells stimulated with saturating PGE2; inhibition, % at 25 µM; 260,000 tested, 0.52% active; AID 1422;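 active = percent inhibition above 40 after rounding to a whole number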;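 note: rat C6 glioma host cells with rolipram phosphodiesterase inhibitor present; the protocol text gives 20 µM as final concentration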
CHOP inhibitor: CHOP inhibition in unfolded protein response | AID 2732 | CHO-K1 CHOP-promoter luciferase, tunicamycin-induced, 15-18 h | inhibition, % at 10 µM | 220,000 tested, 3.8% active;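 active = compounds that reduced the stress-induced luciferase reporter signal by more than about 70% of percent inhibition, limit read from the data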;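 note: 0% = tunicamycin plus vehicle and 100% = wells without tunicamycin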
NPY-Y1 PAM-ag: potentiators or agonists of human neuropeptide Y receptor Y1 | 220,000 tested, 0.37% active | NPY-Y1 expressing cells, potentiator/agonist activation | AID 1304 | P25929 | activation, % at 3.6 µM; in the data active = activation above about 33%, passing the limit was not always enough;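 note: cells stimulated with NPY at EC10 then isoproterenol at EC100; 0% = low agonist plus stimulus and 100% = saturating agonist plus stimulus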
Target sequence (P25929 whole entry, looked up): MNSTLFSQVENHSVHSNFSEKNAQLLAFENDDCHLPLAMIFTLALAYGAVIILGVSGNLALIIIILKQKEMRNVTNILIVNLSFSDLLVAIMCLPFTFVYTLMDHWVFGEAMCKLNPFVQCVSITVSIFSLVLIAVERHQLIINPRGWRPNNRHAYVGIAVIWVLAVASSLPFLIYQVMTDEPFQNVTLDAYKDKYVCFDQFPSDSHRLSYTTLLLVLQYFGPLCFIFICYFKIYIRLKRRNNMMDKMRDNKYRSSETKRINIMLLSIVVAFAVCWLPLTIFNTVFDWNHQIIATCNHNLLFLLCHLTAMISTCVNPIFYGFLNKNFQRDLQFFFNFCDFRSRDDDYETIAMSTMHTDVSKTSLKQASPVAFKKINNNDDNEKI
NPY-Y1 antag: blocks the human neuropeptide Y Y1 receptor. P25929. HEK293-CNG Y1 cells, membrane potential fluorescence; NPY at EC95, then isoproterenol. AID 1040. inhibition, % at 3.6 µM. 200,000 tested, 1% active;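 active = inhibition above the campaign mean inhibition of all tested compounds plus 3 SD, cut at about 20% in these data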;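 note: 0% = DMSO wells given NPY plus isoproterenol and 100% = isoproterenol alone without NPY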
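Material: HEK293 cells co-expressing NPY Y1 receptor and cyclic-nucleotide gated channel. Timing: compound incubation 1 h at room temperature, readout 45 min post-stimulation. Signal: fluorescence, membrane potential probe.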
TRPN1 ag: activates the zebrafish TRPN1 channel; HEK293 zebrafish TRPN1-YFP, Fluo-8 calcium fluorescence; 100% = response to 87 µM carbachol; activation, % at 3 µM; 220,000 tested, 0.18% active;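 active = activation above its plate's cutoff, the mean activation of test wells on that plate plus 3 SD, cut at about 19% in these data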;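 note: 0% = DMSO alone and 100% = 87 µM carbachol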
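Material: zebrafish TRPN1-YFP in HEK293 cells; Doses: single test compound dose, 3 µM nominal, 0.3% DMSO; Timing: dye loading 1 h at 37 °C, then 30 min room temperature; Technique: intracellular calcium fluorescence with Fluo-8; Benchmarks: high carbachol 87 µM, low DMSO alone.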
* marks the source's active call; other numbers are inactive results; nt = not tested or not shown; & = joins results of further samples; [ ] = dose if it differs, or a comment. This is a subset, so the mix of outcomes need not match the whole.

SMILES	14-3-3 Bad inh	PPC-1+TRAIL kill	TRPML3 agonist	EP2 modulator	PGE2 EP2 inh	CHOP inhibitor	NPY-Y1 PAM-ag	NPY-Y1 antag	TRPN1 ag
CC1=C(C(=O)OCC2CCCO2)C(c2ccccc2OC(C)C)C2=C(CC(c3ccco3)CC2=O)N1 (configuration not stated)	-12[fluorescence artefact?]	-1	-0.5	21	18	11	2	-2	-0.4
CCC(C)n1c(=S)[nH]c2ccccc2c1=O (configuration not stated)	-5	6	0.3	-52	7	14	-4	0	-0.4
Cc1ccc(S(=O)(=O)CCC(=O)OCc2ccccc2F)cc1	-7	9	-0.3	7	11	14	-16	0	-0.9
Cc1ccc(C2CC(c3cccs3)=NN2C(=O)CSC2=NN3CCCC(=O)N=C3S2)cc1 (configuration not stated)	5	8	-0.1	11	9	31	1	0	0.5
COc1cc2c(cc1OC)CN(Cc1ccc(OC)c(C)c1OC)CC2	34	7	0.8	-1	1	6	-1	5	-0.7
O=C(N1CCNCC1)N1CCOCC1	-9[fluorescence artefact?]	24	0.8	-14&15	10	11	12	-7	1.2
O=C1NCCN/C1=C\C(=O)c1ccccc1	4	5	0.8	3	4	28	-21	1	1.3
Cc1ccc(C(=O)Cn2nnc(-c3ccccc3-n3cnnn3)n2)cc1	-11[fluorescence artefact?]	0	-0.6	-10	9	26	-7	-2	-0.3
CCOc1cc(CNc2ccccc2)cc(Br)c1OCC(=O)NC(C)(C)C	-5	13	-0.4	1	18	49	4	12	-1.5
CCCC(=O)C1=C(O)C(C(=O)OC)C(C)(C)CC1=Nc1ccc(Br)cc1 (configuration not stated)	-1	8	-0.3	14	4	1	-34	nt	-0.6
COC(=O)c1c(NC(=O)CC2Nc3ccccc3NC2=O)sc(C)c1C (configuration not stated)	-12	12	-0.2	-12	3	35	-21	0	-2.6
COc1ccc2nc3c(cc2c1)c(NC(=O)C1CCCO1)nn3CC(C)C (configuration not stated)	-5[fluorescence artefact?]	-2	-0.4	-11	28	24	9	-3	1.7
CCOC(=O)c1c(NC(=O)CSc2nnc(-c3ccccc3)o2)sc(C(C)=O)c1C	-17[fluorescence artefact?]	25	0.8	11	17	23	-18	2	0.6
CC[n+]1c(/C=C2\C=C(C)CC(C)(C)C2)sc2ccccc21	13[fluorescence artefact?]	2	0.3	5	2	69	-13	22*	3.9
CCC1(C)CC(C(CC(=O)O)c2ccc(C)cc2)CCO1 (configuration not stated)	-15[fluorescence artefact?]	16	1.0	20	6	-3	-6	-4	1.2
CCn1c(SCC(=O)N/N=C/c2ccc(C)o2)nnc1-c1ccc(C(C)(C)C)cc1	-6	3	1.1	1	4	25	-5	0	2.9
C=CCn1c(COc2ccccc2C)nnc1SCC(=O)O	-4	30	0.7	15	10	11	1	2	-0.5
CC(NC(=O)COC(=O)CCc1nc2ccccc2c(=O)[nH]1)c1ccccc1 (configuration not stated)	-3	15	0.5	-2	7	0	5	0	-1.6
CCn1c2ccccc2c2cc(NC(=O)CSc3nnc(-c4ccc(OC)cc4)n3N)ccc21	10[fluorescence artefact?]	17	-0.8	-55	12	102*	11	-4	-2.4
O=c1cc(-c2ccccc2)nc(SCc2ccc(F)cc2)[nH]1	11	9	0.3	32	14	-13	-5	4	-1.0
Cc1cccc(-n2c(CNC(=O)COc3ccccc3)nnc2SCC(=O)Nc2nccs2)c1	-2	12	0.6	-3	nt	13	10	1	-0.2
Cc1cc2oc3c(c(=O)c2cc1C)C(c1cccc(Br)c1)N(Cc1ccco1)C3=O (configuration not stated)	3	-3	0.3	9	8	-5	11	2	-0.2
O=C(CSc1nnnn1Cc1ccccc1)NC1CCCCC1	-7	-11	-0.3	1	9	16	-4	3	0.2
O=C(O)c1cnc(-c2ccccc2)nc1Sc1ccccc1Cl	25	4	-0.1	-5	6	39	-1	-4	-1.8
CCc1ccc(C2NC(=S)NC3=C2C(=O)CCC3)cc1 (configuration not stated)	0	-3	0.5	18	6	13	-11	-3	1.1

The list goes on:
SMILES	14-3-3 Bad inh	PPC-1+TRAIL kill	TRPML3 agonist	EP2 modulator	PGE2 EP2 inh	CHOP inhibitor	NPY-Y1 PAM-ag	NPY-Y1 antag	TRPN1 ag
O=C(/C=C/NCc1ccc(F)cc1)c1ccccc1	-11[fluorescence artefact?]	8	0.4	-17	4	11	4	5	-0.1
COc1ccc(/C=C/C(=O)OCC(=O)Nc2ccc(Cl)c(S(=O)(=O)N(C)C)c2)cc1OC	-1	-8	2.8	-32	16	-1	-17	2	6.8
O=c1[nH]nc(Cc2ccccn2)c2ccccc12	1	-10	1.0	29	7	31	0	-2	0.8
COc1ccc(CC2SC(=Nc3ccc(F)cc3)NC2=O)cc1 (configuration not stated)	-14	28	-1.3	-46	4	18	-11	4	-0.4
Cn1cccc1/C=C1\SC(=Nc2cccc(O)c2)NC1=O	0	4	-0.1	-24	5	-18	25	nt	1.6
CN1CCN(C2CCCCCC2)CC1	43[fluorescence artefact?]	1	1.6	36	5	-20	6	0	0.9
CN=c1c([N+](=O)[O-])nn(-c2ccc3c(c2)OCCO3)n1O	-4	16	0.9	12	5	13	-15	3	-0.1
COC(=O)c1ccc(OC)c(CSc2nnc(COc3ccc(Cl)cc3)o2)c1	-3	-23	0.8	-16	6	-4	-31	9	-0.9
CC(C)C(=O)N=C1NC(=O)CS1	-3	6	0.4	19	0	-22	-30	-3	-1.1
CN(C)c1cc(NC(=O)CN2CCCC2)c2ccccc2n1	38	-9	0.7	-11	7	18	-13	nt	0.4
COCCCNC(=O)Cn1nc(-c2ccccc2OC)ccc1=O	25	10	0.9	-5&29	9	16	38	-1	1.1
CCC(=O)NC(=S)Nc1ccc(-c2nc3ccccc3s2)cc1	3	19	0.4	5	5	40	13	-5	1.1
COc1ccc(C(c2nnnn2CCc2ccccc2)N2CCN(C)CC2)cc1OC (configuration not stated)	7	3	0.5	1	11	9	-9	2	0.9
O=C(O)c1ccc(NC(=O)c2cn(-c3ccccc3)nc2-c2ccc(Br)cc2)cc1	-9	-9	0.0	47	7	42	23	-6	-0.3
CCc1ccc(-n2c(=O)c3ccccc3n(CC(=O)C(C)(C)C)c2=O)cc1	4	16	-0.2	-21	5	4	-10	-2	-1.4
O=C1CCc2cc(S(=O)(=O)NCCCC(=O)N3CCN(Cc4ccc5c(c4)OCO5)CC3)ccc2N1	-2	-10	0.1	-8	5	-6	-12	2	-1.3
CCOC(=O)/C(C#N)=C/C1=C(N2CCCC2)CC(C)(CC)OC1 (configuration not stated)	6[fluorescence artefact?]	10	0.5	42	18	31	5	-7	2.7
CCCCn1c(N)c(N(CC(C)C)C(=O)CN(C)Cc2cccc(OC)c2)c(=O)[nH]c1=O	5	19	-0.7	27	20	26	4	3	-0.7
O=C(COC(=O)c1ccc(Cl)nc1)NCc1ccco1	-14	14	0.4	33	12	19	13	0	1.6
O=c1c(=O)n(O)c2ccccc2n1O	-11	-11	-0.1	11	5	8	-1	5	0.7
Cn1cnnc1SC1CCCCC1NS(=O)(=O)c1ccc(Cl)cc1 (configuration not stated)	2	5	-0.7	19	5	-2	-7	0	-1.3
COc1cc(C2Nc3ccccc3C(=O)N2c2ccccc2)ccc1O (configuration not stated)	-3	2	0.1	14	-5	22	5	-7	0.4
COc1ccc2c(c1)[nH]c1c(N3CCN(Cc4ccc5c(c4)OCO5)CC3)ncnc12	3[fluorescence artefact?]	14	2.9	-44	25	75*	-25	2	6.1
COc1ccc(OC)c(NC(=O)C2=C(C)NC(=O)NC2c2cccs2)c1 (configuration not stated)	-7	30	0.1	15	6	20	22	0	-0.3
COc1ccc(NC(=S)NCCCN2CCOCC2)cc1	4	-1	1.3	-10	6	3	2	nt	1.8

(more compounds)
SMILES	14-3-3 Bad inh	PPC-1+TRAIL kill	TRPML3 agonist	EP2 modulator	PGE2 EP2 inh	CHOP inhibitor	NPY-Y1 PAM-ag	NPY-Y1 antag	TRPN1 ag
CCOC(=O)CSc1nc(N)nc(C)c1Br	2	14	-0.2	9	14	-13	-2	-5	1.5
O=C(O)C1C2C=CC(C2)C1C(=O)N1CCN(C/C=C/c2ccccc2)CC1 (configuration not stated)	8	-13	-0.1	30	nt	28	8	1	0.9
OCCNc1nc2nonc2nc1NCCO	0	17	0.9	-5	6	-11	-1	3	-0.4
O=S(=O)(c1cccc2nonc12)N1CCCCCC1	-8	2	0.9	1	4	13	3	0	-1.6
O=c1c2cc(-c3ccccc3)sc2nc2n1N=C(c1ccccc1)CS2	-5	23	0.0	-1	6	-36	-27	nt	0.4
CCN(CC(=O)Nc1ccc(NC(C)=O)cc1)CC(=O)Nc1ccccc1C(=O)c1ccccc1	-9	-2	-0.1	2	3	23	-8	1	0.8
Cc1cc(C)c2nc(-c3ccccn3)cc(C(=O)NCCc3ccc(S(N)(=O)=O)cc3)c2c1	-11	1	-0.8	17	11	89*	-32	-1	0.2
CCc1nc(SCC(=O)NCCc2ccc(OC)c(OC)c2)c2c(=O)n(C)c(=O)n(C)c2n1	2	0	nt	22	10	-1	nt	nt	nt
CC(C)(C)[C@H]1C=C(C(=O)N2CCN(Cc3ccc4c(c3)OCO4)CC2)O[C@@H](OCCCCO)C1	1	4	-0.6	-8	20	5	11	-1	-2.2
COCCCNC(=O)COc1ccc(S(=O)(=O)NCc2ccccc2)cc1Cl	-3	5	0.6	-28	13	23	-10	-5	4.2
CN(C)S(=O)(=O)c1ccc(C(=O)NC2CCCc3ccccc32)cc1 (configuration not stated)	-7	4	-0.1	-24	6	-19	-6	3	-0.4
Cc1ccc(CSC2=Nc3ccccc3C3=NC(CCC(=O)NCc4ccco4)C(=O)N23)cc1 (configuration not stated)	-5	2	-0.3	12	7	3	2	2	-0.5
COc1ccc(-c2nc(SCC(=O)NCc3ccco3)c(-c3ccccc3)[nH]2)cc1OC	3	-12	0.1	-22	13	34	-1	2	-0.1
COc1ccccc1-n1cnnc1SCc1csc(-c2ccccc2)n1	-6[fluorescence artefact?]	26	-0.6	-44	-9	27	6	6	-1.0

4 entries from above, arranged by number of heavy atoms, ascending:
SMILES	14-3-3 Bad inh	PPC-1+TRAIL kill	TRPML3 agonist	EP2 modulator	PGE2 EP2 inh	CHOP inhibitor	NPY-Y1 PAM-ag	NPY-Y1 antag	TRPN1 ag
O=S(=O)(c1cccc2nonc12)N1CCCCCC1	-8	2	0.9	1	4	13	3	0	-1.6
O=c1c2cc(-c3ccccc3)sc2nc2n1N=C(c1ccccc1)CS2	-5	23	0.0	-1	6	-36	-27	nt	0.4
COc1ccc(-c2nc(SCC(=O)NCc3ccco3)c(-c3ccccc3)[nH]2)cc1OC	3	-12	0.1	-22	13	34	-1	2	-0.1
CCc1nc(SCC(=O)NCCc2ccc(OC)c(OC)c2)c2c(=O)n(C)c(=O)n(C)c2n1	2	0	nt	22	10	-1	nt	nt	nt

Screening results: PubChem BioAssay, several laboratories
